High-throughput results (PubChem)
Lung fibro prol: blocks proliferation of human lung fibroblasts; AID 719; LL 47 human lung fibroblast viability, ATP luminescence; active compounds read low; 1.1% of 85,000 active; viability, % at 10 µM;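 active means viability at or below 50% in the single dose screen; inactive means viability above 50%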;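 further: compound exposure lasted 72 h before the ATP readout; 100% = median luminescence of untreated cell-only wells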
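Times – overnight cell rest, 72 h compound treatment at 37 °C · Test system – human lung fibroblast line LL 47, low passage · Amount – 1,150 cells in each well · Controls – cell-only wells, no compound · Doses – 0.1% DMSO in all compound wells · Measured by – CellTiter-Glo luminescence · Buffer or medium – IMEM plus 15% FBS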
H69AR growth 86K: growth inhibitors of human H69AR lung tumor cells; H69AR lung tumor viability, ATP luminescence, 72 h; active compounds read low; viability, % at 10 µM; 6% of 85,000 active;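 active means viability at or below 40%; inactive means viability above 40%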;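 further: multidrug resistant small cell line overexpressing MRP-1 efflux transporter; 100% = mean luminescence of untreated control wells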
Smad3 FoxH1 inh: blocks human Smad3 binding to FoxH1 peptide. P84022. TR-FRET Smad3/Dy647-FoxH1 peptide binding, europium anti-His. inhibition, % at 25 µM. 0.29% of 88,000 active;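 active means compounds that reduce the energy-transfer binding signal between the protein and its labelled peptide by more than half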;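 further: 0% = Smad3 plus labelled peptide maximal FRET and 100% = peptide-only background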
VCAM1 TNFa inh: reduces TNF alpha induced VCAM1 expression in HUVEC; HUVEC TNFa-induced VCAM-1 immunofluorescence, high-content imaging; inhibition, % at 2 µM; 0.48% of 95,000 active;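 active means inhibition above the batch mean plus 3 SD, with images confirmed as a hit by eye, cut at about 37% in these data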;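 further: 0% = TNF-stimulated DMSO wells and 100% = unstimulated control wells; not every result past the cut was called active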
HUVEC tox IL1B: HUVEC cytotoxicity counter-screen, IL-1B stimulated | 0.41% of 94,000 active | AID 845 | HUVEC cell count loss, Hoechst imaging | cell count reduction, % at 2 µM;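 active means cell count reduction more than 3 SD above the screen-wide mean, cut at about 70% in these data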;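 further: normalized per plate to untreated control cells as the no-loss baseline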
HUVEC tox TNFa: toxic to HUVEC cells under TNF alpha stimulation; HUVEC TNFalpha-stimulated, Hoechst cell count, imaging; cell count reduction, % at 2 µM; 0.17% of 93,000 active;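 active means cell count reduction exceeding the screen mean by over 5 SD, scaled to untreated wells per plate, cut at about 78% in these data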;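 further: cells counted after 24 h of TNF alpha exposure following the 1 h pretreatment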
F-actin modifier: alters cytoskeleton assembly in HUVEC cells | HUVEC TNFa F-actin phalloidin imaging, high content | inhibition, % at 2 µM | 0.18% of 91,000 active;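 active means inhibition above the batch mean plus 3 SD and confirmed as a hit by visual image inspection, cut at about 30% in these data, passing the limit was not always enough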; further: strong numbers were not always called active
PTK2B oligo ant: antagonists of human Pyk2 oligomerization | z-score (the deposit names both 25 µM and 10 µM) | Q293 cells, Pyk2 FERM NanoBiT luminescence; active compounds read low | 0.83% of 99,000 active | Q14289;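 active means Z-score of -3 or lower, scaled per plate to the spread of control and sample wells; inactive means z-score above -3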;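 further: negative z-score means lost luminescence so less FERM oligomerization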
Target sequence (Q14289 whole entry, looked up): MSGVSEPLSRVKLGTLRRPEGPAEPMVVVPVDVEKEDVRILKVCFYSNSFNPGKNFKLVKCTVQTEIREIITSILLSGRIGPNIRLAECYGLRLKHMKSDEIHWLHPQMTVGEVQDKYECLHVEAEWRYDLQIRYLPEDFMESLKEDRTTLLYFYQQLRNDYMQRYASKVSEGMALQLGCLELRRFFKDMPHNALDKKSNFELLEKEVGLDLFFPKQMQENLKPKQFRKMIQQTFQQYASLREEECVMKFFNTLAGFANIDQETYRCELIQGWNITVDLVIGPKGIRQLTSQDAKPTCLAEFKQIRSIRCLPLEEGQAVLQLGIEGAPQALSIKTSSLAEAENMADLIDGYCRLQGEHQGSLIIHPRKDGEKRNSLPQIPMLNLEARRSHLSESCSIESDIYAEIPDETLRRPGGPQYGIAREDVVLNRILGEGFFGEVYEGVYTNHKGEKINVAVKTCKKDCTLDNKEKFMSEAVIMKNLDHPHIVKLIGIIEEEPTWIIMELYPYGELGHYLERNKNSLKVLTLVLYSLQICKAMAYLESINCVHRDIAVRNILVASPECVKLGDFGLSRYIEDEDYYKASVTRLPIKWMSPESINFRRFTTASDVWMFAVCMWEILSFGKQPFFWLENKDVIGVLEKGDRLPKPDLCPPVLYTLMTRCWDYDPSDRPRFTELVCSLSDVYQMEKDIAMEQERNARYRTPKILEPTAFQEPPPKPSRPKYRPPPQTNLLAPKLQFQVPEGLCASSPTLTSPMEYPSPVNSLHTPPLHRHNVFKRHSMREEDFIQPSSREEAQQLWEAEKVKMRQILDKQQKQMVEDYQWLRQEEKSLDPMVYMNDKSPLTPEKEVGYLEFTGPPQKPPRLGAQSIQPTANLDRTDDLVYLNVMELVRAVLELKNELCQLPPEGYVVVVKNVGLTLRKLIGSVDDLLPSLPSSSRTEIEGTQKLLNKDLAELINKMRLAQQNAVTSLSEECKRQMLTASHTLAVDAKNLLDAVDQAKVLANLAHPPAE
HUVEC inhibit: inhibitors of human endothelial cell proliferation | HUVEC proliferation, CellTiter-Glo luminescence, 72 h; active compounds read low | AID 648 | 1.1% of 86,000 active | viability, % at 10 µM (by protocol);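 active means viability at or below 30%; inactive means viability above 30%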;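 further: 100% = median luminescence of DMSO-only cell control wells on each plate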
An asterisk follows results filed as active; nt = not tested or not shown; [ ] = remark or other dose. A portion of the library; the hit share may differ from the screen's.

SMILES,HUVEC tox TNFa,Smad3 FoxH1 inh,H69AR growth 86K,HUVEC tox IL1B,VCAM1 TNFa inh,PTK2B oligo ant,HUVEC inhibit,F-actin modifier,Lung fibro prol
CCN1C(=O)/C(=C\c2cccs2)C(C(=O)OC)=C1C,12,7,97,-3,20,0,83,4,99
COc1ccc(C(C(=O)NC2CCCCC2)N(C(=O)c2sc(C)nc2C)c2ccccc2C)cc1 (stereo not drawn),nt,nt,nt,3,-21,0.21,nt,-6,nt
CCOC(=O)c1ccc(NC(=O)c2ccc3c(c2)OCO3)cc1,-28,-2,96,2,-4,-0.17,94,9,96
CCCC(=O)n1nc(-c2ccco2)nc1SCc1ccccc1,nt,0,93,nt,nt,nt,91,nt,95
O=C(CSc1nnc(-c2ccco2)n1-c1ccccc1)NCc1ccc2c(c1)OCO2,-17,9,90,-9,18,-0.52,88,12,108
CCOC(=O)C1CCCN(C(=O)CCc2ccccc2)C1 (stereo not drawn),-21,5,100,13,0,2.6,97,8,107
O=C1CNCc2[nH]c3ccccc3c2N1c1ccccc1,-10,-5,92,-48,-4,-1,86,9,93
CCOC(=O)c1sc(NC(=O)CN2C(=O)c3cccc4cccc(c34)C2=O)nc1C,-9,nt,nt,-21,5,0.21,nt,4,nt
O=C(O)CSCc1c(F)cccc1Cl,-24,7,103,-29,-2,-0.29,100,-2,nt
COc1ccc(CCN2CCCn3c2nc2c3c(=O)n(Cc3ccccc3F)c(=O)n2C)cc1OC,-40,-8,50,22,2,0.19,82,8,103
CCc1cc2c(-n3nc(C)cc3C)ncnc2s1,-22,4,94,-27,-12,-0.13,101,-2,106
COc1ccccc1/C=C/C=N/n1c(COc2ccccc2)n[nH]c1=S,-3,nt,nt,16,-13,0.3,nt,-29,nt
CC(C)C(=O)Nc1ccc(C(=O)NNC(=O)C(c2ccccc2)c2ccccc2)cc1,-6,nt,nt,-32,2,-0.62,nt,0,nt
O=C(c1ccc2c(c1)c(=O)oc1ccccc12)N1CCCCC1,-6,9,92,-24,-6,nt,109,-23,103
COC(=O)c1c(NC(=O)CN2CCOCC2)sc2c1CCC(C)C2 (stereo not drawn),-17,8,63,-8,-31,-0.23,98,14,79
COC(=O)C(C(=O)OC)C(C[N+](=O)[O-])c1ccc(OC)c(OC)c1 (stereo not drawn),12,nt,nt,-21,-4,1.5,nt,-1,nt
COc1ccc2[nH]cc(C3N4CC5(C)CN3CC(C)(C4)C5=O)c2c1 (stereo not drawn),-9,nt,nt,-50,-7,0.75,nt,6,nt
NS(=O)(=O)c1cccnc1Nc1cccc(Cl)c1Cl,-8,nt,nt,6,-8,-0.83,nt,-4,nt
CCN1CCN(c2cc(C)c3cc(NC(=O)c4ccc(Br)o4)ccc3n2)CC1,-17,5,41,20,15,-1.1,4.5*,-14,43*
CC(=O)O[C@@H]1[C@@H](OC(C)=O)[C@H](n2ccc3cc([N+](=O)[O-])ccc32)OC[C@@H]1OC(C)=O,-24,6,87,-11,-8,0.85,95,7,98
O=C(NCCOc1ccccc1)c1ncn[nH]1,nt,9,106,0,-12,1.1,104,16,98
COc1cccc(-n2nnnc2SCC(=O)Nc2cccc(NC(C)=O)c2)c1,-30,3[fluorescence artefact?],98,-12,-9,0.33,96,57,97
Cc1ccc([N+](=O)[O-])cc1NC1OC(CO)C(O)C1O (stereo not drawn),-21,nt,nt,-7,-38,0.33,nt,20,nt
Cc1ccnc(NC(=O)CCC(=O)N(CC(=O)NC2CCCCC2)c2ccc3c(c2)OCO3)c1,nt,-1,93,nt,nt,1.2,85,nt,87
C=CCn1c(CCNC(=O)c2cccs2)nnc1SCC(=O)Nc1cccc(Cl)c1C,6,16,57,-5,7,0.82,97,-18,99
O=C1c2ccccc2C(=O)N1CCc1ccccn1,nt,10,88,5,nt,-0.24,97,nt,104
CCOC(=O)c1cc(C#N)c(SCC(=O)c2cc(C#N)c(SC)nc2C)[nH]c1=O,nt,2,95,nt,nt,-0.69,99,nt,nt
CCOC(=O)N1CCC(NC(=O)C2CCCN(S(C)(=O)=O)C2)CC1 (stereo not drawn),-48,17[fluorescence artefact?],102,-41,1,-0.19,95,-9,95
COc1ccccc1C1C=C(c2ccccc2)Nc2nnnn21 (stereo not drawn),-5,0,11*,19,20,1,69,-13,61
O=C(CSC1=Nc2ccccc2C2=NC(CC(=O)NCc3ccco3)C(=O)N12)NCc1ccco1 (stereo not drawn),-41,11,86,-6,-3,-0.05,93,19,97
Cc1ccc(NC(=O)CC(O)(C(F)(F)F)C(F)(F)F)c(Br)c1,-20,2,83,-1,-1,-0.97,77,9,91
O=C(CC1C(=O)NCCN1C(=O)Nc1ccccc1)Nc1cccc(C(F)(F)F)c1 (stereo not drawn),nt,1,47,-5,nt,-3.2*,72,nt,88
COC(=O)CSC1=C(C#N)C(c2ccc(C)cc2)C2=C(CCCC2=O)N1 (stereo not drawn),-56,-7,100,-33,-72,-0.64,92,-13,nt
Cc1ccc(N2C(=O)CC(N(O)C3CC(=O)N(c4ccc(C)cc4)C3=O)C2=O)cc1 (stereo not drawn),nt,2,86,nt,nt,1.4,86,nt,99
CCc1nc(SCC(=O)NNC(=O)C2CCCCC2)c2ccccc2n1,nt,nt,nt,-21,11,-0.26,nt,3,nt
COc1cc2nc(CN(CCC(C)C)Cc3nc4cc(OC)c(OC)cc4c(=O)[nH]3)[nH]c(=O)c2cc1OC,-25,nt,nt,30,-8,-0.59,nt,-3,nt
COc1cc(C)c(C)cc1S(=O)(=O)N1CCCCC1c1cccnc1 (stereo not drawn),-8,6,41,7,-14,-0.76,97,1,90
O=C(Nc1cccc(O)c1)c1ccccc1,7,18[fluorescence artefact?],91,35,13,-0.6,107,3,120
O=C(CN(C(=O)C1COc2ccccc2O1)c1ccccc1)NCC1CCCO1 (stereo not drawn),24,-10,93,-15,3,0.45,98,27,88
Cc1ccc(OCCNC(=O)Cn2cnc3c(=O)n(C)c(=O)n(C)c32)cc1C,-14,13,97,-71,10,0.13,88,-12,94

Rewritten with values under each structure: part of the list above.
Values run as follows: HUVEC tox TNFa, Smad3 FoxH1 inh, H69AR growth 86K, HUVEC tox IL1B, VCAM1 TNFa inh, PTK2B oligo ant, HUVEC inhibit, F-actin modifier, Lung fibro prol
- Cc1ccnc(NC(=O)CCC(=O)N(CC(=O)NC2CCCCC2)c2ccc3c(c2)OCO3)c1
    nt, -1, 93, nt, nt, 1.2, 85, nt, 87
- C=CCn1c(CCNC(=O)c2cccs2)nnc1SCC(=O)Nc1cccc(Cl)c1C
    6, 16, 57, -5, 7, 0.82, 97, -18, 99

The list continues:
SMILES,HUVEC tox TNFa,Smad3 FoxH1 inh,H69AR growth 86K,HUVEC tox IL1B,VCAM1 TNFa inh,PTK2B oligo ant,HUVEC inhibit,F-actin modifier,Lung fibro prol
O=C(COC(=O)c1cccc(S(=O)(=O)N2CCOCC2)c1)Nc1ccc2c(c1)OCO2,4,10,107,-1,-6,0.08,108,8,nt
Cc1ccc(Cl)cc1Nc1nc(-c2sc(NC(=O)C(C)(C)C)nc2C)cs1,6,nt,nt,3,-1,nt,nt,2,nt
COc1ccc(Nc2nc(-c3cccs3)cs2)cc1,5,5,88,-10,6,nt,83,7,96
CC(C)=CCCC(C)CN1CCC(O)CC1 (stereo not drawn),7,11,85,28,15,0.37,81,-25,96
Cc1ccc(C2CC(C(F)F)n3ncc(C(=O)Nc4cnn(Cc5ccccc5C)c4)c3N2)cc1 (stereo not drawn),-21,4,14*,-12,-2,-0.65,16*,3,63
CNC(=O)N(C1=NCC(C)S1)c1ccc(F)cc1F (stereo not drawn),-2,-4,87,16,24,2.1,76,10,92
COc1ccc(NC(=O)CC(Cc2ccccc2)C(=O)O)cc1 (stereo not drawn),12,9,104,25,-5,-0.47,92,-44,106
O=C(Nc1cccn(Cc2c(Cl)cccc2Cl)c1=O)c1ccc(Cl)cc1Cl,-6,nt,nt,-17,-4,-1.4,nt,14,nt
CC1=C(C(=O)OCc2ccc3c(c2)OCO3)C(c2ccccc2OCc2ccccc2)NC(=O)N1 (stereo not drawn),-13,4,77,-112,-5,-3.2*,86,-2,96
COc1ccc(N(CC(=O)Nc2ccc(S(=O)(=O)N3CCCC3)cc2)S(C)(=O)=O)cc1OC,nt,3,88,nt,nt,-0.76,96,nt,90
C=CCNC(=O)C1CC(=O)N(c2ccc(OCC(=O)Nc3ccc(Cl)c(C(F)(F)F)c3)cc2)C1 (stereo not drawn),-3,13,14*,-67,-11,0.24,80,-16,98
O=c1c2c3n(c(=O)nc2[nH]n1-c1ccccc1)CCCCC3,20,8[fluorescence artefact?],97,-30,-7,0.14,101,-24,104
COc1ccc(NC(=O)CC2SC(=Nc3ccccc3)NC2=O)cc1 (stereo not drawn),-16,nt,nt,4,-2,-1,nt,3,nt
CC(=O)c1cccc(NC(=O)c2onc(C)c2Cl)c1,-5,-11,79,9,17,nt,100,-21,118
Cc1cc(C)nc(SCC(=O)Nc2ccc(S(=O)(=O)Nc3nccs3)cc2)n1,nt,nt,nt,-13,-33,-0.25,nt,17,nt
COc1ccccc1C(=O)N1CCCC1(C#N)c1ccccc1 (stereo not drawn),-17,5,111,-16,10,-0.22,97,-28,99
Cc1nn(C)cc1C(=O)NNC(=S)Nc1ccccc1,-6,nt,nt,nt,3,-0.02,nt,-11,nt
Cc1ccc(NC(=S)N/C(=N/S(=O)(=O)c2ccccc2)c2ccccc2)cc1,-12,-8,90,15,11,-0.28,87,2,99
CC(CC(=O)NC1CCSC1=O)c1ccccc1 (stereo not drawn),-3,-1,114,6,20,1.1,97,-16,95
Cc1cc(OCc2ccc(F)cc2)nc(-c2ccccc2O)n1,80*,9,104,28,95*,0.56,100,-18,91
COc1cccc(-c2nnc(NC(=O)c3ccc(S(=O)(=O)N(CC(C)C)CC(C)C)cc3)o2)c1,-18,-1,13*,-7,-2,-1.6,24*,0,8.6*
